Assay outcomes: PubChem, several laboratories
IEC-6 tox: cytotoxicity in IEC-6 intestinal epithelial cells, primary screen, cytotoxicity control for KLF5 inhibitor project, cell-based, luminescence; inhibition, % at 5 µM; 290,000 tested, 0.78% active; IEC-6 cytotoxicity, luminescence viability; in the data active = inhibition above about 22%;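 note: 0% = plate median of test compound wells and 100% = cytotoxic reference compound wells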
HSF1 inhib: HSF1 inhibitors in luciferase reporter cells, primary screen, cell-based, NIH3T3, luminescence; 300,000 tested, 0.77% active; activity change, negative = inhibition, % at 7.5 µM (by protocol); NIH3T3-HGL HSE-luciferase, MG132-induced, luminescence 8 h; stronger effect = lower value;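 active = more than half of replicate wells show activity change below -50%, luminescence cut by over half; inconclusive = some wells, but at most half, below -50%; inactive = no replicate well below -50%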;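 note: luciferase reports HSF-1 transcriptional activity via heat shock element; 0% = median of DMSO wells and -100% = zero luminescence signal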
aSyn 5UTR inh: MLPCN primary screen, SNCA 5' untranslated region; alpha-synuclein 5'UTR reporter, inhibitor activity; inhibition, % (tested at 7.5 µM); 300,000 tested, 0.82% active; in the data active = inhibition above about 60%; inconclusive = no clear call, values can overlap the other calls;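 note: H4 neuroglioblastoma cells stably carrying SNCA 5'UTR luciferase fusion; 0% = DMSO wells and 100% = positive control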
Platelet DG rel: inhibitors of platelet dense granule secretion, primary screen, cell-based, MLPCN, human platelets. human platelet-rich plasma, SFLLRN dense granule ATP release, luminescence. inhibition, %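 (compounds screened at 7.5 µM in platelet-rich plasma)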. 300,000 tested, 0.22% active. AID 1663, 2009;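 active = mean replicate score, as percent of positive control, at or above 50; inconclusive = mean below 50 but at least one replicate at or above 50; inactive = mean and every replicate below 50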
AI-2 QS modul: Vibrio harveyi AI-2 quorum sensing modulators, primary screen, JMH597 strain, luminescence/OD600 ratio. Vibrio harveyi JMH597 AI-2 luminescence/OD600 ratio, 9 h; stronger effect = lower value; strain lacks LuxN and CqsS sensors; 0 = neutral-control median. activity change, % at 7.5 µM. 300,000 tested, 0.4% active; in the data active = activity change below about -75%, passing the limit was not always enough; inconclusive = no clear call, values can overlap the other calls;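 note: luminescence divided by OD600 gain over 9 h not by final OD600 alone; inactives centre near 13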
HIF act: HIF pathway transcriptional activators, primary screen, cell-based, U2OS HRE-luciferase, luminescence | U2OS HRE-luciferase reporter; normalized: DMSO 0%, desferrioxamine 100% | activation, % at 7.5 µM (by protocol) | 300,000 tested, 0.32% active | AID 1910, 2009;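 active = mean activation of at least 10% of the iron chelator positive control signal, with at least half of replicates also reaching 10%; inconclusive = mean and replicate majority disagree about reaching 10%; inactive = mean and most replicates under 10%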
HSP90 inh: HSP90 inhibitors, primary screen, cell lysate, luminescence | 290,000 tested, 0.91% active | Heat shock protein HSP 90 (rabbit reticulocyte lysate; luciferase refolding) | Rabbit reticulocyte lysate, luciferase refolding luminescence, 3 h | inhibition, % at 5.6 µM | AID 1789, 2009;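 active = inhibition above the screen-wide mean plus 3 SD, computed separately per campaign, cut at about 16% in these data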;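 note: 0% = DMSO wells and 100% = 60 µM geldanamycin wells; inhibitors lower the luminescence because luciferase stays unfolded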
HSF1 activator: HSF-1 activators, primary screen, NIH3T3-HGL cells, MG132 stress, luminescence, single point; 300,000 tested, 1.7% active; activation, % at 9 µM; NIH3T3-HGL HSF-1 luciferase reporter, 8 h; 100% = twice DMSO control signal;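 active = mean replicate activation of at least 50% with a set share of replicates each reaching 50%; inconclusive = only one of those two conditions met; inactive = mean below 50% and too few replicates reaching it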;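 note: 0% = median of the neutral control wells and 100% = twice that signal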
KLF5 inhibitor: KLF5 expression inhibitors, primary screen, DLD-1 cells, luminescence | 290,000 tested, 0.23% active | AID 1700, 2009 | DLD-1 KLF5 promoter-luciferase reporter | inhibition, % at 5 µM;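 active = inhibition above a per-plate limit of that plate's mean compound inhibition plus 3 SD, cut at about 60% in these data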;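 note: 0% = DMSO wells and 100% = LY294002 at 200 µM; higher means less KLF5 promoter-driven luciferase light; inactives centre near -14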
SKKanGAS inh: S. pyogenes SKKanGAS growth inhibitors in kanamycin, primary screen, streptokinase expression inhibitor project, SKKanGAS strain, BacTiter-Glo luminescence. 6 h. inhibition, % at 7.5 µM. 300,000 tested, 1.3% active;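 active = mean replicate score, as percent of positive control median, at least 50; inconclusive = mean below 50 but one replicate at or above 50; inactive = mean and every replicate below 50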;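 note: strain carries kanamycin resistance gene driven by streptokinase promoter and grows in 40 µg/ml kanamycin; loss of luminescence reflects streptokinase promoter inhibition or plain growth inhibition; 0% = median of DMSO wells and 100% = positive control at its reference dose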
* hit, by the source's call; u = inconclusive; x = no result given.

SMILES	IEC-6 tox	HSF1 inhib	aSyn 5UTR inh	Platelet DG rel	AI-2 QS modul	HIF act	HSP90 inh	HSF1 activator	KLF5 inhibitor	SKKanGAS inh
CCOc1ccc2nc(NS(=O)(=O)Cc3ccccc3)sc2c1	6	3	-66	7	33	5.1	-7	-10	-2	8
COC(=O)c1cc2occc2n1CC(=O)Nc1ccc(OC)c(OC)c1OC	1	4	-8	2	15	0.4	2	3	-56	4
CCn1c2ccc(Cl)cc2c2nc3ccccc3nc21	7	-5	2	-3	18	-0.3	0	1	10	14
COc1ccc(/C=N/NC(=S)Nc2cc(S(=O)(=O)N3CCOCC3)ccc2N2CCOCC2)cc1O	-1	-6	24	15	13	35*	-2	-2	-16	9
COc1cc(/C=C2/SC(=O)N(CC(=O)N3CCCC3)C2=O)ccc1Oc1ccc([N+](=O)[O-])cn1	9	1	-14	10	5	-0.3	4	5	11	1
Cc1cc(NC2CCCC2)n2ncc(-c3ccccc3)c2n1	3	-67*	u	-1	11	-3.3	59*	-74	-2	23
CCOc1ccc(C)cc1S(=O)(=O)n1ccc(C)n1	-5	2	5	-1	31	0.1	-4	3	-22	0
CC(=O)C1=C(O)C(=O)N(c2ccc(Br)cc2)C1c1cccc(F)c1 (stereo not given)	-5	3	6	3	-2	0.3	-2	0	-65	-1
O=C(CCc1ccccc1)NNC(=O)c1cccc(F)c1	1	-2	0	2	19	-0.4	2	-1	0	3
CCOC(=O)N1CCN(c2cc3nccnc3cc2F)CC1	3	-3	27	0	44	0.0	1	-6	5	11
O=C(O)c1nc(NCc2ccccc2)ncc1Cl	-9	4	-9	-2	18	-21	-1	25	-24	3
CCOc1ccc(C2=NNC(c3cccs3)=Nc3ccc(OC)cc32)cc1	-3	8	-35	-3	9	0.5	-2	43	-22	12
Cc1cc(C(=O)NNS(=O)(=O)c2ccccc2C(F)(F)F)nn1C(C)(C)C	1	x	x	x	33	x	-1	x	-21	-1
O=C(COc1ccccc1Cl)NCCCN1CCOCC1	3	-24	6	5	5	-6.1	-2	-39	-10	1
O=C(c1ccc2nc(Cc3ccccc3F)oc2c1)N1CCCC1	7	27	-150	0	49	1.8	-1	36	-174	-6
Cc1ccc(-c2cccc(C3CC=CC4C3C(=O)N(Cc3ccccc3)C4c3cc(C)ccc3F)c2)cc1 (stereo not given)	x	-4	26	-1	16	-0.8	x	-7	x	-2
CCCCn1c(=O)c(CCC(=O)OCC(=O)NC(=O)NCCOC)nc2ccccc21	-2	6	14	15	-3	-2.7	0	8	7	3
N#CCCn1cc(C(=O)O)c(-c2cc3ccccc3o2)n1	2	-1	30	2	12	0.3	1	-3	-16	3
CN1CCN(C(=S)C(=O)NCc2ccccc2)CC1	2	-5	-9	2	10	0.1	2	-1	10	1
CN(C)S(=O)(=O)N(CC(=O)N1CCOCC1)c1ccccc1	2	1	4	-3	12	0.1	-4	-2	-1	-1
CCOC(=O)c1c(C)[nH]c(C)c1C(=O)COC(=O)c1nc2nccc(C)n2n1	-11	1	0	-2	24	-0.4	-4	-22	-21	1
COc1cccc(N=Cc2c(O)n(-c3cccc(C)n3)c(=O)c3ccccc23)c1	-3	-1	10	14	15	0.2	1	0	-11	5
COc1ccc(-c2cc(C(=O)NCCN3CCOCC3)c3cc(C(C)C)ccc3n2)cc1	6	-1	-27	-1	28	0.3	-3	6	-24	-2
CC(C)C(C(=O)Nc1ccc2c(c1)OCCO2)N1C(=O)c2ccccc2C1=O (stereo not given)	-6	-10	-3	0	23	0.0	4	-4	12	-5
O=[N+]([O-])c1cc(Cl)ccc1NCCNc1ncc(C(F)(F)F)cc1Cl	0	8	8	2	4	-0.3	0	15	31	3

Carrying on:
SMILES	IEC-6 tox	HSF1 inhib	aSyn 5UTR inh	Platelet DG rel	AI-2 QS modul	HIF act	HSP90 inh	HSF1 activator	KLF5 inhibitor	SKKanGAS inh
CCOc1ccc(-n2c(SC)nc3c(c2=O)SCC3)cc1	-2	-12	9	2	5	-0.2	8	-9	-22	8
O=c1[nH][nH]c(-c2ccccc2)c1C=Nc1ccc(C(F)(F)F)cc1	3	-7	-51	3	19	0.1	2	7	0	8
O=S(=O)(c1ccccc1)N1CCC(O)(CSc2ccc(Cl)cc2)CC1	-1	6	30	16	6	-0.8	-1	15	-4	-5
COc1ccc(N=C2CCS(=O)(=O)c3sccc32)cc1	1	x	x	-9	2	x	-3	x	-16	2
CC(Nn1cnnc1)c1cc(Cl)ccc1O (stereo not given)	1	-3	7	4	2	-0.5	-1	-3	-29	4
O=c1c2ccccc2n2c(-c3ccc(F)cc3)nnc2n1Cc1ccccc1	4	2	-3	-5	4	-0.4	-1	18	-10	-11
O=C(O)Cc1ccc(C(=O)c2ccc(Cl)cc2Cl)s1	-6	9	-8	2	27	0.0	-2	38	-33	-2
CC(C)COC(=O)NCCCOC(=O)Nc1ccccc1	1	9	-32	15	4	0.5	-6	4	-56	-9
CCOC(=O)N1CCC(N(C(=O)Nc2ccc(CC)cc2)C(C)CC)CC1 (stereo not given)	4	3	-42	-6	17	0.9	2	10	-66	4
COc1ccc(-c2noc(CCCC(=O)Nc3ccc(C(N)=O)cc3)n2)cc1OC	-8	3	-22	-3	21	-0.1	-1	38	-3	38
O=Cc1ccc(OC2OCCOC2Oc2ccc(C=O)cc2)cc1 (stereo not given)	2	5	21	0	40	-2.8	-4	0	8	0
CCOc1ccc2nc(NC(=O)CSc3cn[nH]n3)sc2c1	-5	17	13	13	38	-1.2	19*	55*	-108	-10
c1csc(-c2ccn[nH]2)c1	-3	-12	-33	-6	10	-11	-2	6	-34	-2
NS(=O)(=O)c1ccc(NC2=CC(=O)C(=O)c3ccccc32)cc1	-2	-70*	51	-2	13	-4.8	0	-65	-34	14
COC(=O)c1c(NC(=O)c2c(C)noc2C)sc2c1CCCCCC2	-2	x	x	8	0	x	10	x	-14	-4
c1ccn2cc(CSC3=NCCS3)nc2c1	3	8	-118	2	-3	3.6	-1	32	-104	0
CCOC(=O)c1sc(=NC(=O)c2cccc(OC)c2)n(C)c1C	-1	22	-183	-7	22	3.1	3	34	-34	-9
C=CCn1c(=N)n(CC(O)COc2ccccc2OC)c2ccccc21 (stereo not given)	8	-5	-22	1	26	0.0	1	-5	-53	2
O=C(Nc1ccccc1Cl)NC1(C(=O)N2CCC(O)CC2)CCCCC1	1	-5	6	-20	-4	-0.6	1	-27	1	-2
CC(=O)c1ccc(NC(=O)Nc2ccc3c(c2)nc(C)n3C)cc1	-1	15	-148	12	-3	3.8	2	37	-91	-7
COc1ccc(C2=NOC(c3nnc(-c4ccccc4)o3)C2)cc1 (stereo not given)	x	20	-16	3	-1	0.2	x	20	x	-4
O=C1CC(C(=O)Nc2ccccc2)C2(CCCC2)O1 (stereo not given)	4	-5	-2	-1	24	-0.3	4	18	-21	-2
O=C(NCc1ccc2c(c1)OCO2)c1ccc(Br)cc1	1	1	-10	15	-26	-0.9	-1	5	-23	-2
O=[N+]([O-])c1ccc(N2CCNCC2)cc1NCc1cccnc1	-6	-3	29	8	20	1.0	0	3	5	-4
CCOc1ncccc1C(=O)N1CCN(c2cc(Cl)ccc2C)CC1	82*	-9	57	-9	19	-0.1	0	-13	68*	7

Additional entries follow.
SMILES	IEC-6 tox	HSF1 inhib	aSyn 5UTR inh	Platelet DG rel	AI-2 QS modul	HIF act	HSP90 inh	HSF1 activator	KLF5 inhibitor	SKKanGAS inh
Cc1cc2nc(C3CCCN(C(=S)Nc4ccccc4)C3)[nH]c2cc1C (stereo not given)	4	-24	-17	-5	1	-1.5	1	-33	36	5
Cc1ccnc(NC(=O)CCC2CCCCC2)c1	2	10	-193	3	16	1.9	-3	40	-74	1
CNC(=O)CSc1nc2c([nH]c3ccccc32)c(=O)n1CCOC	0	-1	-5	-17	23	0.6	0	6	-36	-5
COc1cccc(NC(=S)N(CCc2c(C)[nH]c3ccc(C)cc23)Cc2cccs2)c1	3	18	12	29	7	1.2	8	36	-23	24
COc1ccc(OC(C)c2nnc(N)s2)cc1 (stereo not given)	1	-1	16	7	37	-0.6	3	2	-16	x
CC(C)C[C@H](NC(=O)N1CC(=O)Nc2ccccc21)C(=O)N[C@H](C(=O)O)c1ccccc1	-14	-2	11	0	20	0.2	-2	19	-29	63*
O=C(c1ccco1)N1CCN(c2ccc([N+](=O)[O-])cc2Cl)CC1	1	9	-17	-1	4	1.7	1	10	-47	10
O=C(COC(=O)/C=C/c1ccco1)Nc1ccc(F)cc1Cl	-3	-2	4	1	6	0.0	0	-3	-36	0
COc1ccc(CNC(=O)c2ccc(CS(=O)(=O)c3ccccc3C)o2)cc1	6	3	6	12	26	-1.5	1	2	-28	-2
CCN(CC(=O)Nc1cccc(OC)c1)C(=O)C1CCN(C(=O)Nc2ccccc2)CC1	4	2	-39	5	-1	1.6	-2	20	0	-1
Cc1sc(NC(=O)c2ccc3ncsc3c2)c(C(N)=O)c1C	x	19	-130	1	-7	2.1	x	42	x	2
CCOC(=O)N1CCN(C(=O)CCCn2nnnc2CN2CCC(C)CC2)CC1	3	-3	7	-11	-8	0.1	3	-2	-9	3
CC1CCN(C(=O)CCCN2C(=O)c3cccnc3Oc3ccc(Cl)cc32)CC1	2	-2	-14	6	13	0.1	-2	-2	-7	-4
Cc1[nH]c2ccccc2c1CCNS(=O)(=O)c1ccc(S(N)(=O)=O)cc1	0	10	10	0	9	0.0	-1	-6	2	-1
O=C(Nc1ccc(Cl)cc1)C(Cl)C(=O)c1ccccc1 (stereo not given)	3	2	-79	30	u	0.3	-3	-7	-24	-4
O=C(COc1ccc(S(=O)(=O)NC2CCCCC2)cc1)NCC1CCCO1 (stereo not given)	-7	2	-6	0	14	-0.5	0	-2	-9	-1
CC(=O)Nc1nc(N2C(=O)c3ccccc3C2=O)n(-c2ccccc2)n1	-2	3	21	-8	10	-0.1	1	11	-11	-1
O=C(NC1CCS(=O)(=O)C1)c1c(NC(=O)C2COc3ccccc3O2)sc2c1CCCC2 (stereo not given)	1	3	2	1	14	-0.5	3	11	-6	-16
CCn1c(=O)c2cc(C(=O)N(C)c3ccccc3F)sc2c2ccccc21	3	2	1	-2	35	-0.1	1	4	-32	6
Cc1cccc(OCCNC(=O)c2cncc(Br)c2)c1	2	4	-15	4	16	-0.1	1	7	7	x
COCCCNc1oc(COc2ccc(Cl)cc2Cl)nc1C#N	0	1	4	9	9	-0.2	-3	12	1	-18
Cn1c(SCC(=O)N/N=C/c2cc([N+](=O)[O-])ccc2O)nnc1-c1ccccc1	-2	-2	17	4	-4	-0.9	5	-22	-16	93*
O=C(NCCc1cnc[nH]1)c1ccc(-c2ccccc2)cc1	-1	3	-26	1	-6	1.4	8	10	-41	-1
